FUS suppressor = qHTS for Suppressors of FUS Proteinopathy: Primary screen using FUS-linked yeast assay; 0.24% of 390,000 active; S. cerevisiae FUS-expressing, growth rescue, OD600, 24 h; Potency, µM (top dose mostly 76.6 µM), for the others: at the top dose growth rescue (activation), hits mostly activators; active means well fitted activation curve with a large enough effect; inconclusive means small, poorly fitted or top-dose-only effect; inactive means no such curve, though single readings can be large or run the other way;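 further: plate controls were DMSO vehicle for no effect and reference control for full effect; nearly all actives have a fitted effect of over 55% in size; some results filed as inactive show a strong effect at the top dose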
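Cultures pregrown in 2.5% raffinose medium are shifted to minimal medium containing 2% galactose to express toxic FUS. Compounds are tested at several concentrations. After 24hr at 30C, growth is quantified at 600 nm absorbance.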
* hit, by the source's call; u = inconclusive. Potency means the concentration at half of the fitted maximal effect. Not all compounds are listed; the hit share may differ from the screen's.

Start of the data: the first six entries as a preview:
Molecule | FUS suppressor
C=CCN1C(=O)[C@@H](CC(=O)NCCc2ccccc2OC)[C@]2(C(=O)OC)CCCCC=C12 | 28.5%
COc1ccc(NC(=O)OCCN2CCCC23CCC(c2ccccc2)CC3)cc1 (stereo unspecified) | 11.7%
COc1c(C(C)(C)C)cc(S(=O)(=O)N2c3ccccc3C[C@H]2C)cc1C(C)(C)C | -2.1%
CCn1c2ccccc2c2cc(NC(=O)COC(=O)c3cccc(F)c3)ccc21 | -17.8%
CCOc1ccc(C=Nn2c(-c3cccc(OC(C)C)c3)n[nH]c2=S)cc1 | 11.5%
Fc1ccc(Cn2ccc3ccc(-c4ccc5ccn(Cc6ccc(F)cc6)c5c4)cc32)cc1 | 3.5%

This part in full, from the first entry:
Molecule | FUS suppressor
C=CCN1C(=O)[C@@H](CC(=O)NCCc2ccccc2OC)[C@]2(C(=O)OC)CCCCC=C12 | 28.5%
COc1ccc(NC(=O)OCCN2CCCC23CCC(c2ccccc2)CC3)cc1 (stereo unspecified) | 11.7%
COc1c(C(C)(C)C)cc(S(=O)(=O)N2c3ccccc3C[C@H]2C)cc1C(C)(C)C | -2.1%
CCn1c2ccccc2c2cc(NC(=O)COC(=O)c3cccc(F)c3)ccc21 | -17.8%
CCOc1ccc(C=Nn2c(-c3cccc(OC(C)C)c3)n[nH]c2=S)cc1 | 11.5%
Fc1ccc(Cn2ccc3ccc(-c4ccc5ccn(Cc6ccc(F)cc6)c5c4)cc32)cc1 | 3.5%
COc1ccc2c(c1)CN1CN(C3CCCC3)S(=O)(=O)CC21 (stereo unspecified) | 6.3%
O=C(NCc1ccccc1)N1CCC(c2nc3ccc(Cl)cc3[nH]2)CC1 | 4.7%
C[C@H]1[C@H](NC(=O)c2ccc(Cl)c(C(F)(F)F)c2)CC[C@@]23CCCN2C(=O)CCC[C@@H]13 | 18.4%
CCN(C(=O)C1CCCN1S(=O)(=O)c1cccnc1)c1ccccc1 (stereo unspecified) | -5.5%
COC(=O)[C@]12C[C@H](CC(=O)NCC3CCCCC3)C(=O)N(Cc3ccc(Cl)cc3Cl)C1=C[C@H](C(C)(C)C)O[C@@H]2C | 13.4%
c1ccc(-c2nnc3n2N=C(c2ccc4ccccc4c2)CS3)nc1 | u
Cc1ccc(NC(=O)C2CCCN(c3nnc(-n4cccc4)s3)C2)cc1C (stereo unspecified) | 8.8%
CCOc1ccc(-n2c(SCC(=O)Nc3cccc4ccccc34)nnc2-c2cccs2)cc1 | u
C[C@@H]1C(=O)N2N=Cc3cc4ccccc4cc3[C@H]2N2N=Cc3cc4ccccc4cc3[C@@H]12 | -2.3%
CCCN(CC1CC1)C(=O)c1oc(=O)c2ccccc2c1-c1ccc(C)cc1 | 44.4%
Cc1ccc(-n2c(SCC(=O)c3ccc(Br)cc3)nnc2-c2ccncc2)cc1 | 13.6%
COC(=O)[C@]12C[C@H](CC(=O)NCc3cccc(C(F)(F)F)c3)C(=O)N(CCC3=CCCCC3)C1=C[C@H](C(C)C)O[C@@H]2C1CC1 | 40.4%
O=C(C1CCN(c2ncnc3c2sc2cccc(F)c23)CC1)N1CCN(Cc2ccc(F)cc2)CC1 | 42.0%
CCCCCCCCNS(=O)(=O)/C=C/c1ccccc1CNC(=O)OC(C)(C)C | 8.2%
O=C(O[C@H]1CC[C@@]23CCCN2C(=O)CCC[C@H]3C1)N1CCCC1 | -11.6%
Cc1ccccc1CS(=O)(=O)Cc1ccc(C(=O)Nc2c(C)cccc2C)o1 | 15.6%
CCCCN(C)C(=O)c1cn(C(C)c2ccccc2)nn1 (stereo unspecified) | -4.4%
COC(=O)C12C=C3CC(c4ccc(C)s4)=C3C(=O)N1Cc1[nH]c3ccccc3c1C2 (stereo unspecified) | 10.1%
C=CCN1C(=O)[C@@H](CC(=O)NCCCOCCCC)[C@]2(C(=O)OCC)CCCCC/C=C/12 | 31.2%

Remaining list, next part.
Molecule | FUS suppressor
CCOC(=O)C1(C(=O)OCC)Cc2c([nH]c3ccccc23)[C@]2(N1)C(=O)N(C)c1ccc(Br)cc12 | 5.1%
CC(C)[C@H]1/C(=C/C2CC2)N2C(=O)C[C@H](c3cccc(C(F)(F)F)c3)N=C2N1Cc1ccc2c(c1)OCO2 | 40.9%
O=C(NCc1cccs1)C1CCN(S(=O)(=O)c2ccc([N+](=O)[O-])cc2)CC1 | 20.6%
COc1ccccc1C(=O)NC1CCCCN(Cc2cccc(Cl)c2)C1=O (stereo unspecified) | 33.4%
COP(=O)(O)CCOCCC(CC(C)C)NC(=O)OCc1ccccc1 (stereo unspecified) | -9.3%
Cc1ccc(S(=O)(=O)N2CC3(COC(C)(C)OC3)C[C@H]2CON2C(C)(C)CCCC2(C)C)cc1 | 28.8%
N#Cc1ccccc1N1CCN(S(=O)(=O)c2ccc3c(c2)CCC(=O)N3)CC1 | -0.1%
CCOC(=O)[C@]12CCCCC/C=C\1N(CCc1ccc(Cl)cc1)C(=O)[C@H]2CC(=O)N1CCOCC1 | u
COC(=O)C[C@H]1CC[C@H]2[C@H](COc3ccc(NC(=O)c4ccccc4F)cc3C(=O)N2C)O1 | 0.2%
NS(=O)(=O)c1ccc(NC(=O)CSc2nnc(-c3cccs3)o2)cc1 | 4.2%
CCOc1ccc(-n2c(SCC(=O)Nc3cccc4ccccc34)nnc2-c2ccco2)cc1 | u
CCOC(=O)[C@H](CCc1ccccc1)N[C@@H](C)C(=O)N1Cc2cc(OC)c(OC)cc2C[C@H]1C(=O)O | 31.5%
O=C1CCC[C@H]2C[C@H](NCc3cccc(I)c3)CC[C@]23CCCN13 | -3.2%
COC(=O)c1cc(S(=O)(=O)N2CCCN(C(C)=O)CC2)cn1C | -4.2%
C[N+]1=C2N[C@@H](c3ccccc3)CC(=O)N2/C(=C\c2ccccc2)[C@@H]1Cc1ccccc1 | 18.4%
CCCCCCCCN1C(=O)N2Cc3cc(F)ccc3C2CS1(=O)=O (stereo unspecified) | -10.8%
CC1CCCCC1N(C(=O)c1cc(C2CC2)on1)C1CCCCC1 (stereo unspecified) | 11.8%
Cc1cccc(-c2cccc3c4c([nH]c23)[C@@H]2C[C@H](N(C)C(=O)c3ccco3)[C@H]([C@H](C)O)CN2CC4)c1 | -7.4%
O=C(Nc1ccc2c(c1)Cc1ccccc1-2)NC1CCCCN(Cc2ccc(Cl)cc2)C1=O (stereo unspecified) | -10.7%
COC(=O)[C@]12C=CCN1[C@@H](c1ccc(OC)c(OC)c1)c1c(c3ccccc3n1S(=O)(=O)c1ccc(C)cc1)C2 | u
CC(C)CN(CC(C)C)C(=O)c1ccc2c(c1)NC(=O)C(C)(C)O2 | 14.5%
O=S1(=O)C=CCN1Cc1cn(Cc2ccc(C(F)(F)F)cc2)nn1 | 8.6%
O=C(NCC(c1ccccc1)c1ccccc1)[C@H](Cc1c[nH]c2ccccc12)NC1(C(=O)NC2CCCCC2)CCC1 | u
O=C(OCC#CCSc1nnc(-c2cccc3ccccc23)o1)c1ccc(SC(F)(F)F)cc1 | -6.0%
CC1CCC2(CC1)CCC2NCc1ccc(Cl)c(Cl)c1 (stereo unspecified) | -5.9%

(cont.)
Molecule | FUS suppressor
CN1C(c2ccccc2)CC2CN(c3ccccc3)C(=O)C21 (stereo unspecified) | 0.3%
Cc1cccc(C(=O)Nc2nc3ncccn3c2-c2ccccc2)c1 | -3.7%
CCCCNC(=O)O[C@H]1CC[C@@]23CCCN2C(=O)CCC[C@H]3[C@H]1C | -4.5%
Cc1nc(SCC(N)=O)[nH]c(=O)c1C | -10.6%
CCn1c(SCC(=O)Nc2ccc(C(=O)OC)cc2)nnc1-c1cccc(Cl)c1 | 3.4%
CCOC(=O)[C@@]12CCCC=C1N(CCc1ccc(Cl)cc1)C(=O)[C@H]2CC(=O)N1CCC(c2ccccc2)CC1 | u
CCn1c(Cc2cccs2)nnc1SCC(=O)Nc1cccc2ccccc12 | 14.7%
CCC(NC(=O)C1C2C=CC3(CN(Cc4ccccc4)C(=O)C13)O2)c1ccccc1 (stereo unspecified) | 21.5%
CCCCNC(=O)C1(C(=O)c2ccc(OC)cc2)CC(c2ccccc2C(F)(F)F)=NO1 (stereo unspecified) | 30.0%
N#CN1CCC(NS(=O)(=O)c2ccc(F)cc2)C1 (stereo unspecified) | -11.4%
O=C(NCCCc1ccccc1)[C@H](Cc1ccccc1)NC1(C(=O)NCCc2c[nH]c3ccccc23)CCOCC1 | u
O=C(Nc1ccc(C(O)(C(F)(F)F)C(F)(F)F)cc1)c1ccc(F)cc1F | -3.4%
CCCCCCCCN1C(=O)[C@@H](CC(=O)NCC2CCCCC2)C[C@@]2(C(=O)OC)C1=C[C@H](COCc1ccccc1)O[C@@H]2C | u
CC1(c2nnnn2-c2ccc3c(c2)OCCO3)CSCC(=O)N1CCc1c[nH]c2ccccc12 (stereo unspecified) | 22.8%
C=CCn1c(COc2ccc(C)cc2)nnc1SCc1ccc([N+](=O)[O-])cc1 | u
CCN(CC)C(=O)O[C@H]1CC[C@@]23CCCN2C(=O)CCC[C@H]3C1 | -6.5%
COC(=O)[C@]1(C#N)CC(=O)N(Cc2ccc(Cl)cc2)[C@@H]1c1ccc(OC)cc1 | 18.5%
Oc1ccc(CNc2cccc(F)c2)c2cccnc12 | -3.3%
COC(=O)[C@]12C[C@H](CC(=O)NCc3ccccc3)C(=O)N(Cc3ccco3)C1=C[C@H](C(C)C)O[C@@H]2C1CC1 | u
COC(=O)C1CN(Cc2cn(CCC3OCCO3)nn2)CCS(=O)(=O)N1Cc1ccc(Cl)cc1 (stereo unspecified) | -4.0%
Clc1ccc(-n2c(SC/C=C/c3ccccc3)nnc2-c2ccco2)cc1 | u
COC(=O)C[C@@H]1CC[C@H]2[C@@H](COc3ccc(NC(=O)c4cc(C)on4)cc3C(=O)N2C)O1 | 2.1%
COC(=O)[C@]12C[C@H](CC(=O)N3CCCCC3)C(=O)N(Cc3ccco3)C1=C[C@H](C(C)C)O[C@@H]2C1CC1 | 27.8%
O=C1CCC[C@H]2C[C@H](NCc3cccc(F)c3)CC[C@]23CCCN13 | 2.3%
COc1ccc(C2C(C(=O)Nc3ccc(F)cc3)CCC(=O)N2c2ccc(OC)cc2)cc1 (stereo unspecified) | 19.7%

Further structures:
Molecule | FUS suppressor
CCCCCCCCN1C(=O)[C@@H](CC(=O)NCCc2ccccc2OC)C[C@@]2(C(=O)OC)C1=C[C@H](C(C)C)O[C@@H]2C1CC1 | u
COC(=O)[C@]12C[C@H](CC(=O)NCCCCc3ccccc3)C(=O)N(Cc3ccco3)C1=C[C@H](C1CCCC1)O[C@@H]2C | u
Cc1ccc(-c2nnc3n2N=C(c2ccc(-c4ccccc4)cc2)CS3)cc1 | 8.0%
O=C(Nc1ccccc1)Nc1nc2ncccn2c1-c1ccc(C(F)(F)F)cc1 | -9.4%
CC(C)N1CCCCC(NC(=O)c2cccs2)C1=O (stereo unspecified) | -14.4%
Cc1nc2sc(C(=O)NCc3ccc4c(c3)OCO4)c(N)c2c(C)c1Cl | 21.7%
N=c1c2c(-c3ccccc3)c(-c3ccccc3)n(CCc3ccccc3)c2ncn1C1CCC(O)CC1 (stereo unspecified) | 8.3%
CC(=O)c1cc(-c2ccccc2)n(CC(=O)NCc2ccc(Cl)cc2)c1C | -3.3%
COc1ccc(CNC(=O)C2CCCN(c3nc4ccccc4o3)C2)cc1 (stereo unspecified) | 37.4%
CC(C)(C)OC(=O)N1CCC(c2ccc[nH]2)(c2c[nH]c3ccccc23)CC1 | 21.1%
CN(CCO)c1ccc2c(c1)Oc1ccccc1CN(Cc1cn(Cc3ccc(F)cc3)nn1)S2(=O)=O | 11.9%
COC(=O)[C@@]12CCCCC=C1N(CCc1ccc(Cl)cc1)C(=O)[C@H]2CC(=O)NCCC(C)C | 39.1%
COc1ccc2[nH]cc(C(C)c3c[nH]c4ccccc34)c2c1 (stereo unspecified) | 50.2%
CC1COCC(C)N1S(=O)(=O)c1ccc2c(c1)CCN2C(=O)C1CCC1 (stereo unspecified) | 28.3%
Cn1cccc1C(=O)N1CCN(S(=O)(=O)c2ccc(Cl)s2)CC1 | 19.0%
CC(=O)CC[C@@H]1CC[C@]2(CCCN(C(=O)C3CCCCC3)C2)O1 | -3.7%
C=CCN1C(C(=O)OC)CN(Cc2cn(Cc3ccc(Cl)cc3)nn2)CCS1(=O)=O (stereo unspecified) | 16.9%
OC[C@@H]1CC[C@@H]2O[C@H](CCc3ccc(-c4ccc(F)cc4)cc3)[C@@H](n3cc(C4CC4)nn3)C[C@@H]2O1 | 36.9%
O=c1c2c(n3nnnc3n1Cc1ccc(Cl)cc1)-c1ccccc1CC21CCCC1 | -16.8%
O=C(CSc1nc2c(c(=O)[nH]1)CCCC2)N1CCOCC1 | 12.0%
COC(=O)[C@]12C[C@H](CC(=O)N3CCCC3)C(=O)N(CCc3ccc(OC)c(OC)c3)C1=C[C@H](C(C)C)O[C@@H]2C1CC1 | 23.8%
CC(C)[C@H](N)C(=O)OCC(CO)OCn1cnc2c(=O)[nH]c(N)nc21 (stereo partly specified) | 14.4%
COC(=O)[C@]12C[C@H](CC(=O)N3CCOCC3)C(=O)N(Cc3cccc4ccccc34)C1=C[C@H](C1CCCC1)O[C@@H]2C | u
O=C(NCCc1ccccc1)OCc1cn(-c2c(F)cccc2F)nn1 | 16.6%
COc1ccc(CNC2CCC23CCC(C)CC3)cc1 (stereo unspecified) | -14.7%
O=C(NC1CCCCN(Cc2cccc(C(F)(F)F)c2)C1=O)c1cccc(C(F)(F)F)c1 (stereo unspecified) | 12.4%
CCCCNC(=O)C[C@H]1C[C@@]2(C(=O)OC)C(=C[C@H](COCc3ccccc3)O[C@@H]2C)N(Cc2ccco2)C1=O | 25.4%
CCOC(=O)[C@]12CCCC=C1N(Cc1ccc(OC)cc1)C(=O)[C@@H]2CC(=O)NCc1ccccc1 | u

Screening results (PubChem)
